Screening results (PubChem)
S3 lipid droplet: qHTS Assay for Lipid Storage Modulators in Drosophila S3 Cells | Drosophila S3 cells, BODIPY lipid droplet fluorescence, 18-24 h; cells fed with added oleic acid | lipid storage change, negative = inhibition, % at the top dose, mostly 46.1 µM; hits show Potency in µM | 320,000 tested, 0.64% active; active means well fitted inhibition curve with a large enough effect in the signal ratio, with a control signal flat, not every such curve was filed as active; inconclusive means small, poorly fitted or top-dose-only effect, or effect the other way, or a change in a side signal; the % refers to the signal ratio
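Drosophila S3 cells loaded with oleic acid (400 uM, as added) and compounds at several concentrations; lipid droplets imaged by 488-nm laser-scanning cytometry, 500–530 nm intensity and object ratio to cell channel. Percent activity normalized to 20 uM Triacsin C.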
S3 lipid droplet cell count max: further read-out of S3 lipid droplet, marked with its call; cell number change, %; measured here: cell count max response;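 cells counted by Cell Tracker Red CMTPX staining in the red channel; peak over a dose series mostly up to 46.1 µM; percent activity relative to internal control wells on each plate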
Starred values were filed as active, the others as inactive; i = inactive; ? = inconclusive; nt = not tested or not shown. On the % scale 0 is the no-effect control and ±100 the full control effect; potency means the concentration at half of the fitted maximal effect.

The opening 6 compounds, ahead of the listing:
canonical_smiles	S3 lipid droplet	S3 lipid droplet cell count max
CCn1c(=O)c(=O)[nH]c2cc(C(=O)N(C)Cc3ccc(OC)c(F)c3)ccc21	?	nt
CC(C)C[C@@H](C(=O)NC1CCN(Cc2ccccc2)CC1)N1C(=O)N2CCc3c([nH]c4ccccc34)[C@@]2(C)C1=O	?	nt
COc1ccccc1-n1cnc2cc(NCc3ccco3)ccc21	?	nt
CN1CCCN(Cc2nc(-c3ccc(Cl)cc3)no2)CC1	-1%	5
C=Cc1ccc(Cn2nc(-c3ccc(C)cc3)ccc2=O)cc1	?	nt
CCn1c(COc2ccc(Cl)cc2)nnc1SCc1nc2ccccc2[nH]1	?	nt

Main list (from the top)
canonical_smiles	S3 lipid droplet	S3 lipid droplet cell count max
CCn1c(=O)c(=O)[nH]c2cc(C(=O)N(C)Cc3ccc(OC)c(F)c3)ccc21	?	nt
CC(C)C[C@@H](C(=O)NC1CCN(Cc2ccccc2)CC1)N1C(=O)N2CCc3c([nH]c4ccccc34)[C@@]2(C)C1=O	?	nt
COc1ccccc1-n1cnc2cc(NCc3ccco3)ccc21	?	nt
CN1CCCN(Cc2nc(-c3ccc(Cl)cc3)no2)CC1	-1%	5
C=Cc1ccc(Cn2nc(-c3ccc(C)cc3)ccc2=O)cc1	?	nt
CCn1c(COc2ccc(Cl)cc2)nnc1SCc1nc2ccccc2[nH]1	?	nt
CCOc1ccc2oc(C(=O)OCC(=O)N3CC(C)OC(C)C3)c(C)c2c1 (centres undefined)	-2%	-15
COc1ccc(S(=O)(=O)NN=C2CCCC2)cc1	2%	-18
COc1ccc(N2C(=O)CC(N3CCC(C(N)=O)CC3)C2=O)cc1 (centres undefined)	?	nt
O=c1c2ccccc2ccc2ccc(P(=O)(O)O)cc12	?	nt
O=C(NCCN1CCN(C(=O)c2cccs2)CC1)c1cccs1	?	nt
COc1ccc(C2CC(c3cccs3)=NN2c2ccc(F)cc2)cc1OC (centres undefined)	9%	nt

The list goes on.
canonical_smiles	S3 lipid droplet	S3 lipid droplet cell count max
CCCc1nn2c(=O)cc(CSCC(=O)Nc3nnc(CC)s3)nc2s1	?	nt
CNC(=O)NC(=O)COC(=O)CCCSc1nc2ccccc2s1	11%	15
COc1ccc(N2CC(NS(=O)(=O)c3cccnc3)CC2=O)cc1OC (centres undefined)	?	nt
COc1ccc(CNc2ccc(C(=O)O)cc2)cc1	11%	17
CN(CC(=O)NCc1ccccc1Cl)S(=O)(=O)c1cccs1	i	-7
O=C(Nc1ccccc1)c1ccccc1Oc1ccc(C(F)(F)F)cc1[N+](=O)[O-]	?	nt
CCN(CC)CCNC(=O)CCN1N=C(c2ccccc2)CCC1=O	?	nt
CCOC(=O)c1ccc(NC(=O)CN2CCN(CCN=CC3=C(O)CC(C)(C)CC3=O)CC2)cc1	0%	9
CN1CCNC(=O)C1CC(=O)N1CC=C(c2ccc(F)cc2)CC1 (centres undefined)	0%	8
CNC(=S)NNC(=O)Cc1ccccc1	?	nt
Cc1ccc(CN(C)C(=O)c2ccc(NS(=O)(=O)c3ccc4[nH]c(=O)[nH]c4c3)cc2)cc1	?	nt
CCCS(=O)(=O)c1c(S(=O)(=O)CCC)c2cnccn2c1C(=O)c1ccc(F)cc1	?	nt

The results go on.
canonical_smiles	S3 lipid droplet	S3 lipid droplet cell count max
O=C1c2ccccc2C(=O)c2c([N+](=O)[O-])ccc(O)c21	-1%	-3
COc1ccc(/C(C)=N\NS(=O)(=O)c2ccccc2)cc1OC	19%	nt
COc1nccnc1NS(=O)(=O)c1ccc(NC(=S)NC(=O)c2ccc(F)c(F)c2)cc1	?	nt
O=C(O)c1ccc(C2Nc3ccccc3C(=O)N2Cc2ccccc2)cc1 (centres undefined)	?	nt
CN(C(=O)COC(=O)c1ccc(Cl)nc1)C1CCS(=O)(=O)C1 (centres undefined)	?	nt
COc1ccc2c(c1)C(NC(=O)C(F)(F)F)CC2=O (centres undefined)	?	nt
Cc1ccc(S(=O)(=O)/N=C2\SC(CC(=O)Nc3ccc(F)cc3)C(=O)N2c2ccccc2)cc1 (centres undefined)	?	nt
COc1cccc(C(=O)NC(=S)Nc2ccccc2N2CCOCC2)c1	?	nt
CCCN1CCN(S(=O)(=O)c2ccc3c(c2)CCC(=O)N3)CC1	-6%	-3
COc1ccc(-c2cn3cc([N+](=O)[O-])ccc3n2)cc1OC	29%	nt
COc1ccccc1C(=O)OCC(=O)NC(=O)NCc1ccccc1	?	nt
O=C(O)CCC(=O)NCc1c(Cl)cccc1Sc1ccc(Cl)cc1	?	nt

Further results.
canonical_smiles	S3 lipid droplet	S3 lipid droplet cell count max
Cc1ccc(C)c(OCC(=O)Nc2c[nH]c(=O)[nH]c2=O)c1	?	nt
Cc1csc(NC(=O)CCC(=O)N(CC(=O)NC2CCCC2)Cc2ccccc2)n1	?	nt
O=[N+]([O-])c1ccccc1N/N=C1\CCc2ccccc21	?	nt
O=C(N/N=C/c1cn(-c2cccs2)nc1-c1ccccc1)c1ccccc1O	?	nt
O=C(NCC1CCCO1)C1CCC(CNS(=O)(=O)c2ccccc2)CC1 (centres undefined)	11%	14
CN(c1ccccc1)S(=O)(=O)c1ccc(Cl)c(C(=O)Nc2ccc(-c3nc4ccccc4[nH]3)cc2)c1	?	nt
CC(C)C(=O)Nc1nnc(COc2ccc(Cl)cc2)s1	?	nt
COc1ccc(-c2csc(-c3cc4ccccc4oc3=N)n2)cc1	0%	-2
O=C(OCCN1CCCC1=O)c1cc(F)c(F)c(F)c1F	?	nt
CCOc1ccc(NC(=O)COc2ccccc2C(=O)NCc2ccccc2)cc1	2%	-14
CCC(Sc1nc2ccccc2o1)C(=O)O (centres undefined)	1%	11
Cc1ccc(C)c(NC(=S)N(CCN(C)C)C(C)c2ccccn2)c1 (centres undefined)	?	nt

(listing goes on)
canonical_smiles	S3 lipid droplet	S3 lipid droplet cell count max
CCCNC(=O)C(=O)Nc1ccc2c(c1)N(S(=O)(=O)c1cccs1)CCC2	?	nt
COc1cccc(NC(=O)CSc2nnc(CNC(=O)c3ccccc3)n2C)c1	8%	1
Cc1ccc(S(=O)(=O)N(C)C)cc1NC(=O)CN1C(=O)NC2(CCCc3ccccc32)C1=O (centres undefined)	?	nt
COc1ccc(S(=O)(=O)/N=C2/NC(=O)/C(=C/c3ccco3)S2)cc1	?	nt
CCC(C(=O)N/N=C/c1cccnc1)c1ccccc1 (centres undefined)	?	nt
CCOc1ccc(S(=O)(=O)Nc2ccc(C(=O)NCC3(N4CCCCC4)CCCCC3)cc2)cc1	?	nt
CCc1nnc(NC(=O)CN2C(=O)CCC2=O)s1	-4%	-14
O=C1CC(Cc2ccc(Br)cc2)C(=O)N1c1ccccc1 (centres undefined)	?	nt
COc1cc2c(C(=O)NCCCN3CCN(c4cccc(Cl)c4)CC3)cn(C)c(=O)c2cc1OC	-1%	0
Cc1ccc(-n2cccc2C(=S)N=P(N(C)C)(N(C)C)N(C)C)cc1	?	nt
O=C(NNC(=O)C(Cl)Cl)c1cnn(-c2ccccc2)c1C(F)(F)F	-10%	-1
Cc1ccc(OCC(=O)N/N=C\c2cn(Cc3ccccc3)c3ccccc23)cc1C	?	nt

Copied from the listing, 4 compounds:
canonical_smiles	S3 lipid droplet	S3 lipid droplet cell count max
COc1cc2c(C(=O)NCCCN3CCN(c4cccc(Cl)c4)CC3)cn(C)c(=O)c2cc1OC	-1%	0
Cc1ccc(-n2cccc2C(=S)N=P(N(C)C)(N(C)C)N(C)C)cc1	?	nt
O=C(NNC(=O)C(Cl)Cl)c1cnn(-c2ccccc2)c1C(F)(F)F	-10%	-1
Cc1ccc(OCC(=O)N/N=C\c2cn(Cc3ccccc3)c3ccccc23)cc1C	?	nt

(list continues)
SMILES	S3 lipid droplet	S3 lipid droplet cell count max
CCOc1ccc2nc(N3CCC(C(=O)Nc4nnc(CC)s4)CC3)sc2c1	i	12
COCCN(C(=O)C1CC1)c1nnc(-c2ccc(C)cc2)s1	-1%	-4
CC(=O)c1ccccc1OCC(=O)Nc1cccc(S(=O)(=O)N2CCCC2)c1	?	nt
CN(C)CCNc1oc(/C=C/c2ccccc2)nc1C#N	10%	7
COc1ccc(NC(=O)CCCC(=O)OCC(F)(F)C(F)F)cc1	?	nt
Cc1cc(C(=O)COC(=O)c2cc(O)c3ccccc3c2O)c(C)n1CC1CCCO1 (centres undefined)	?	nt
CCc1cc2c(=O)[nH]c(CC(N)=O)nc2s1	?	nt
Cc1nn(C(=O)CCCn2cc([N+](=O)[O-])cn2)c(C)c1Cl	-13%	-3
CCc1cc2c(=O)c(-c3cscn3)coc2cc1OC	12%	2
Cc1ccc(C)c(NC(=O)CN(C)C(=O)c2ccccc2OCc2ccccc2Cl)c1	?	nt
COc1ccc(C)cc1NC(=S)NNC(=O)c1ccccc1Cl	?	nt
Cc1ccc(-n2c3c(c(=O)[nH]c2=O)C(NS(=O)(=O)c2ccc(Cl)cc2)(C(F)(F)F)C(=O)N3)cc1 (centres undefined)	-9%	-16
CCC1=Nc2cc(C(=O)NCC3CCCO3)ccc2Sc2ccc(Cl)cc21 (centres undefined)	?	nt
COc1cc(NC(=O)C2=CC(c3ccco3)=NS(=O)(=O)N2C)cc(OC)c1OC	?	nt
Cc1ccc2cc(C)c3nnc(SCC(=O)NCc4ccco4)n3c2c1	?	nt
COc1cc(OC)c2c(-c3ccccc3)cc(=O)oc2c1C(CCN1CCCCC1)c1ccc(N(C)C)cc1 (centres undefined)	13%	5
COc1ccc(NC(=O)/C(N=Nc2cc(S(=O)(=O)Nc3ccc(OC)cc3)ccc2OC)=C(\C)O)cc1	?	nt
COc1ccc(-c2[nH]n(-c3ccc([N+](=O)[O-])cc3)c(=O)c2C=NCC2CCCO2)cc1 (centres undefined)	-2%	5
COc1ccc(-c2nc(CS(=O)(=O)CC(=O)NC3CCCCC3C)c(C)o2)cc1 (centres undefined)	?	nt
Cc1cc(OC(C)C(=O)NCc2ccccn2)c2c(C)c(C)c(=O)oc2c1 (centres undefined)	i	3

The listing continues.
SMILES	S3 lipid droplet	S3 lipid droplet cell count max
CSC1=NCCN1C(=O)COc1ccc2ccccc2c1	-2%	5
COC(=O)c1cccc(NC(=O)CCCOc2ccccc2)c1	14%	-10
CN(C(=O)CCCN1C(=O)c2ccccc2C1=O)C1CCCCC1	-2%	18
O=C1CN(C(=O)CNCc2ccc(Cl)cc2)c2ccccc2N1	?	nt
O=C1Nc2ccc(S(=O)(=O)N3CCCC3)c3ccc(S(=O)(=O)N4CCCC4)c1c23	8%	-1
COc1ccccc1C/C(N)=N/OC(=O)COc1ccc2ccccc2c1	14%	9
O=C(/C=C\c1ccccc1OC(=O)c1ccccc1F)c1cc2ccccc2o1	?	nt
CCOC(=O)C1CCCN(C(=O)c2ccc(Cl)c(S(=O)(=O)N3CCCCCC3)c2)C1 (centres undefined)	6%	-2
CCOP(=O)(OCC)c1nc(-c2cccc3ccccc23)oc1N1CCOCC1	-15%	-19
CC(C)(C)C(=O)NC1CCN(S(C)(=O)=O)CC1	4%	-8
Cc1ccc(N(Cc2ccco2)C(=O)c2ccc(N3CCCCC3)c([N+](=O)[O-])c2)cc1	?	nt
CC(=O)NC1=NN(C(C)=O)C(C)(c2cccs2)S1 (centres undefined)	6%	10
COc1ccc(N(CC(=O)Nc2cccc(N(C)S(C)(=O)=O)c2)S(=O)(=O)c2ccc(F)cc2)cc1	?	nt
CN(C)CCOCCOc1ccc(Cl)c2ccccc12	1%	nt
Cc1cccc(NC(=O)CNC(=O)c2ccc(-n3cncn3)c([N+](=O)[O-])c2)c1C	-4%	21
Cc1nnc(NC(=O)CSc2cn(CCNC(=O)c3ccccc3)c3ccccc23)s1	0%	-9
CCc1cc(C(=O)Nc2cc(S(=O)(=O)N(CC)CC)ccc2N2CCN(C)CC2)sc1C	?	nt
Cc1ccccc1CN1CCC(n2nccc2NC(=O)c2cccnc2)CC1	-24%	-6
CCOC(=O)c1ccccc1NC(=O)COC(=O)C(CC(C)C)NC(N)=O (centres undefined)	i	nt
COc1ccc(NC(=O)c2ccccc2NC(=O)CSc2ccc(C)cc2)cc1	?	nt

(list continues)
SMILES	S3 lipid droplet	S3 lipid droplet cell count max
O=C(C#Cc1ccccc1)c1ccco1	?	nt
CC(=O)C1CCN(Cc2ccccc2)CC1	?	nt
O=C(NCCC(=O)N1CCCC1)c1ccccc1Cl	?	nt
O=C(O)c1cccc(NC(=S)N/N=C/c2c[nH]c3ccccc23)c1	?	nt
COc1ccc(Cl)cc1-c1nc(SCC(=O)NC2CCS(=O)(=O)C2)n[nH]1 (centres undefined)	?	nt
O=C(CCCc1nc(-c2ccc(Cl)cc2)no1)NC1CCCCC1	?	nt
O=C(CN1CCN(C(=O)c2ccco2)CC1)Nc1ccc(Br)cc1	i	29
O=C(O)c1ccc(N/C(=N\S(=O)(=O)c2ccc(Cl)cc2)c2ccccc2)cc1	-6%	-6
CCOC(=O)c1ccc(CSc2nnc(-c3ccncc3)n2N)cc1	?	nt
Cc1cc(NCc2ccccc2)n2ncc(-c3ccccc3)c2n1	?	nt
Cc1cccc(C(=O)NNC2=C(C(=O)C(F)(F)F)CCC2)c1O	?	nt
Cc1cccc(CSc2ccc3nnc(-c4ccccn4)n3n2)c1	?	nt
O=C1OCc2ccc(NC(=O)C3CC3)cc21	8%	0

An excerpt; rates above refer to the full screens.
